BaF3 tox – parental Ba/F3 viability inhibition as JAK2V617F counter-screen; CellTiter-Glo ATP luminescence; 220,000 compounds, 1.1% hits; inhibition, % at 5.6 µM;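 active means inhibition above a per-campaign cutoff, the mean inhibition of all tested compounds plus 3 SD, cut at about 27% in these data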;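 further: 0% = DMSO wells and 100% = JAK Inhibitor I control wells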
NPY-Y1 PAM-ag – potentiates or activates human NPY-Y1 receptor; P25929; NPY-Y1 expressing cells, potentiator/agonist activation; activation, % at 3.6 µM; 220,000 compounds, 0.37% hits; in the data active means activation above about 33%, passing the limit was not always enough;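 further: cells stimulated with NPY at EC10 then isoproterenol at EC100; 0% = low agonist plus stimulus and 100% = saturating agonist plus stimulus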
Target sequence (P25929 whole entry, looked up): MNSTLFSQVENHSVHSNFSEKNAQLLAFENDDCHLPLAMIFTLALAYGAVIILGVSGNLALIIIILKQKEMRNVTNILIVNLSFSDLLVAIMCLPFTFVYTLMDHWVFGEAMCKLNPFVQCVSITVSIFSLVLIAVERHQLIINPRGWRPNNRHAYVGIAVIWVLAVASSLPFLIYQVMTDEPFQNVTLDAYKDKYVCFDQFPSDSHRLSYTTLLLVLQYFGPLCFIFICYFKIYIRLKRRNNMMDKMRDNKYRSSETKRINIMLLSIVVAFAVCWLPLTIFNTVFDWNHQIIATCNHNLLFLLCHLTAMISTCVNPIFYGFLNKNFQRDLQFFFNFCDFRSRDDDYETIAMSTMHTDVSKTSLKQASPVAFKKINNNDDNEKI
S1P4 ag – agonists of human S1P4 receptor; O95977; S1P4-expressing cell line, agonist reporter assay; activation, % at 4.98 µM; 220,000 compounds, 0.35% hits; in the data active means activation above about 11%;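 further: 0% = DMSO vehicle and 100% = reference agonist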
Target sequence (O95977 whole entry, looked up): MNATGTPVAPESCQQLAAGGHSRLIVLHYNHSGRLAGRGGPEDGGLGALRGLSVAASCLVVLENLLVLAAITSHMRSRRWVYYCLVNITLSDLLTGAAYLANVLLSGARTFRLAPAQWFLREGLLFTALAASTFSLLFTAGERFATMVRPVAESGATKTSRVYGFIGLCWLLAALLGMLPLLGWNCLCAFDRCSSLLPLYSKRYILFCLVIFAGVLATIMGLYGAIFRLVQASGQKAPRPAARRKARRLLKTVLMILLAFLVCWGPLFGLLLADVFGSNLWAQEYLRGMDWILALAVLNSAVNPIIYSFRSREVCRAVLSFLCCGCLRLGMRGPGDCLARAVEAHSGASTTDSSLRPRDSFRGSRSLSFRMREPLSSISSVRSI
S1P4 antag – human S1P4 receptor antagonism. AID 1510. 220,000 compounds, 0.26% hits. S1P4-expressing cells, antagonist mode, reporter read-out. inhibition, % at 4.98 µM. O95977; in the data active means inhibition above about 29%;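 further: 0% = wells stimulated with agonist and 100% = vehicle wells without agonist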
NPY2 pot ag – human NPY-Y2 potentiation or agonism, primary screen. P49146. cells expressing NPY-Y2, potentiator/agonist read-out. activation, % at 3.6 µM. 220,000 compounds, 0.45% hits; in the data active means activation above about 27%;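 further: cells stimulated with NPY near EC25 plus isoproterenol at EC100; 0% = vehicle plus submaximal agonist and 100% = vehicle plus saturating agonist; some results beyond the cut were filed as inactive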
RBBP9 inhibitor – inhibitors of human serine hydrolase RBBP9. inhibition, % at 7.94 µM. O75884. 220,000 compounds, 0.2% hits. recombinant RBBP9, FP-Rh probe fluorescence polarization;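 active means inhibition above the campaign mean of all tested compounds plus 3 SD, cut at about 14% in these data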;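 further: plate controls were DMSO wells with RBBP9 for no effect and wells lacking RBBP9 protein for full effect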
Target sequence (O75884 whole entry, looked up): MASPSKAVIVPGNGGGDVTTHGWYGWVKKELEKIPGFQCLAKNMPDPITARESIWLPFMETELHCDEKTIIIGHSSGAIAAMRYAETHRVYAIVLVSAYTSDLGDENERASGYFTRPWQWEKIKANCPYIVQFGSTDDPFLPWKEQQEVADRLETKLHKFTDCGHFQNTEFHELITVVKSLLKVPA
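System: RBBP9 protein | Quantity: 2.5 µM RBBP9 dispensing solution, before mixing | Reagent: FP-Rh probe, 375 nM dispensing solution | Timing: Enzyme-compound preincubation 30 min, then probe labeling 45 min, 25 °C | Measured by: Fluorescence polarization | Read-out: % inhibition | Replication: One well per compound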
Runt-CBFb FRET – Runt domain-CBFb interaction inhibition; Q01196+Q13951; 220,000 compounds, 0.46% hits; inhibition, % at 20 µM; Cerulean-Runt/Venus-CBFb FRET ratio 530/480, 1 h;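 active means inhibition over about 50% at 20 µM in the single-dose screen, limit read from the data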;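 further: 0% = DMSO wells and 100% = excess unlabeled CBFb competitor control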
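Measured by: fluorescence energy transfer, 422 nm excitation, 530/480 nm emission; test system: Cerulean-tagged RUNX1 Runt domain (FRET donor) fusion protein; buffer or medium: Tris pH 7.5 buffer with BSA; compound: one dose, 20 µM compound, 1% DMSO; times: two 1 h room-temperature incubations shielded from light; benchmarks: unlabeled CBFb 5 µM, positive control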
NPY-Y1 antag – blocks the human neuropeptide Y Y1 receptor; HEK293-CNG Y1 cells, membrane potential fluorescence; NPY at EC95, then isoproterenol; inhibition, % at 3.6 µM; 200,000 compounds, 1% hits; AID 1040;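 active means inhibition above the campaign mean inhibition of all tested compounds plus 3 SD, cut at about 20% in these data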;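 further: 0% = DMSO wells given NPY plus isoproterenol and 100% = isoproterenol alone without NPY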
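Assay system: HEK293 Y1/CNG channel cell line; Doses: single compound dose of 3.6 µM, 0.4% DMSO; Timing: dye 3 h, compound 60 min room temperature, stimulation 45 min; Technique: Membrane-potential fluorescent dye readout; Measure: % inhibition of NPY effect.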
Ba/F3 V617F tox – lowers viability of Ba/F3 cells expressing EpoR and JAK2V617F | ATP luminescence | inhibition, % at 5.6 µM | 220,000 compounds, 1.1% hits;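 active means inhibition above the campaign mean plus 3 SD over all tested compounds, cut at about 24% in these data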;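 further: cytokine-independent growth of Ba/F3 cells driven by EpoR plus mutant JAK2; 0% = DMSO-treated cells and 100% = JAK inhibitor I control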
* hit, by the source's call; · = not tested or not shown.

SMILES	BaF3 tox	NPY-Y1 PAM-ag	S1P4 ag	S1P4 antag	NPY2 pot ag	RBBP9 inhibitor	Runt-CBFb FRET	NPY-Y1 antag	Ba/F3 V617F tox
Nc1c(C(=O)N2CCCC2)sc2nc3c(cc12)CCCCCC3	-2	-9	0.4	-9	4	3	3	5	-4
COc1ccc2c(c1OC)C(=O)N1c3ccccc3C(=O)N(c3ccccc3)C21 (configuration not stated)	5	1	0.0	14	-12	-4	0	18	1
N#Cc1cc(-c2ccccc2)oc1NC(=O)c1ccccc1	7	9	-0.1	-1	-6	-1	-3	-9	-2
OCCn1c(C(F)(F)F)nc2ccccc21	1	4	1.4	-15	3	8	1	3	-3
CCOC(=O)C1(O)CC(C)=NN1C(=O)c1cccc(Br)c1 (configuration not stated)	4	-12	0.3	3	-11	-7	0	0	3
CCc1nnc(NC(=O)C2CCCN2C(=O)Nc2ccccc2OC)s1 (configuration not stated)	7	13	1.0	5	-14	-2	0	0	3
COc1ccc(Cl)cc1C(=O)Nn1cnc2ccccc2c1=O	0	0	137*	-14	13	-1	-3	-1	-2
Cc1sc(NC(=O)c2ccc(Cl)s2)c(C(N)=O)c1C	4	-11	3.7	-31	0	-7	-2	-2	1
COC(=O)c1cc(OC)c(OC)cc1NC(=O)CN1CCCCC1	3	-35	1.1	1	-16	-4	0	2	2
COc1ccc(S(=O)(=O)Cc2ccc(C(=O)NC3CCCC3)o2)cc1	4	5	-1.0	0	-5	-7	2	3	-2
Cc1cc2c3nonc3ccc2n1C	6	5	-0.7	-1	3	-26	-5	-1	2
CSc1nnc(-c2ccc(S(=O)(=O)N3CCOCC3)cc2)n1CC1CCCO1 (configuration not stated)	2	-1	-0.2	-2	-12	0	3	-1	0
Cc1ccc(/C=C/C(=O)OCC(=O)NCCN2C(=O)CSC2=O)o1	3	4	-2.8	-8	-4	-6	0	-3	-5
Cc1cc(N)ccc1N1CCCC1	-2	-8	-0.4	-1	1	13	-4	8	-4
CCOC(=O)c1c(C)[nH]c(C=C2C(=O)CCCC2=O)c1O	6	-17	0.8	-22	9	7	-1	-5	0

S1P4 ag: what is marked active above
canonical_smiles	NPY-Y1 PAM-ag	S1P4 ag	S1P4 antag	NPY2 pot ag	RBBP9 inhibitor	Runt-CBFb FRET	NPY-Y1 antag
COc1ccc(Cl)cc1C(=O)Nn1cnc2ccccc2c1=O	0	137*	-14	13	-1	-3	-1

The list continues:
SMILES	BaF3 tox	NPY-Y1 PAM-ag	S1P4 ag	S1P4 antag	NPY2 pot ag	RBBP9 inhibitor	Runt-CBFb FRET	NPY-Y1 antag	Ba/F3 V617F tox
Cc1ccc(CSc2nnc(-c3ccncc3)n2C)cc1	5	14	1.0	-23	0	-3	0	-4	-4
CC(C)(C)c1ccc(Cn2c(=N)n(CC(O)c3ccco3)c3ccccc32)cc1 (configuration not stated)	17	-8	0.8	2	-20	-2	1	47*	23
NS(=O)(=O)c1ccc(CNC(=O)CC23CC4CC(CC(C4)C2)C3)cc1	3	-2	-2.0	-10	-6	3	0	-3	0
Cn1nccc1C(=O)N1CCc2ccccc21	2	-28	0.0	-4	-8	5	-3	-4	-2
Cc1cc(C)n(-c2ccc(C(=O)NCc3cccs3)cc2)n1	1	-7	-2.4	0	-8	-5	-2	0	-3
CC(CC1C(C#N)=C(N)OC2=C1C(=O)CCC2)c1ccccc1 (configuration not stated)	4	6	-0.1	3	-4	-3	4	-3	1
CCOCCc1nnc(NC(=O)CSc2ccccc2)s1	-1	-12	1.1	-2	-7	6	2	-1	-1
COc1ccc2c(Cl)c(C(=O)OCC(=O)c3ccc4c(c3)NC(=O)CO4)sc2c1Cl	-3	-11	2.0	1	-19	-2	3	·	5
CC(=O)CCc1oc2ccc([N+](=O)[O-])cc2c1-c1ccc(C)o1	5	5	1.4	-24	12	-2	10	-3	-4
COc1ccc(CC(=O)NNC(=O)CSc2nc(C)c(C)c(=O)[nH]2)cc1	3	-12	2.1	5	-13	-5	-2	2	1
COc1ccnc(Oc2ccc(F)cc2)c1C(=O)N/C=N/OCc1ccc(F)cc1	0	-18	-0.9	-3	-7	11	-3	-1	3
CS(=O)(=O)N1CCC(C(=O)Nc2ccc(F)cc2F)CC1	-2	-9	-1.9	-11	-1	4	2	-5	-2
O=C(c1cc(-c2cccc(O)c2)on1)N1CCN(C(c2ccccc2)c2ccccc2)CC1	10	32*	1.0	2	-6	-28	1	8	0
CO/N=C/C(=N\Nc1ccc(C)cc1)C(=O)c1ccc(OC)cc1	0	12	-0.6	1	3	0	6	0	-3
CCC(=O)Nc1ccc2c(c1)C(=O)c1ccccc1C2=O	4	-16	3.5	-4	0	-1	-2	-2	2

A draw from above in order of number of heavy atoms, smallest number first.
SMILES	BaF3 tox	NPY-Y1 PAM-ag	S1P4 ag	S1P4 antag	NPY2 pot ag	RBBP9 inhibitor	Runt-CBFb FRET	NPY-Y1 antag	Ba/F3 V617F tox
Cn1nccc1C(=O)N1CCc2ccccc21	2	-28	0.0	-4	-8	5	-3	-4	-2
Cc1ccc(CSc2nnc(-c3ccncc3)n2C)cc1	5	14	1.0	-23	0	-3	0	-4	-4
Cc1cc(C)n(-c2ccc(C(=O)NCc3cccs3)cc2)n1	1	-7	-2.4	0	-8	-5	-2	0	-3
CC(=O)CCc1oc2ccc([N+](=O)[O-])cc2c1-c1ccc(C)o1	5	5	1.4	-24	12	-2	10	-3	-4
CO/N=C/C(=N\Nc1ccc(C)cc1)C(=O)c1ccc(OC)cc1	0	12	-0.6	1	3	0	6	0	-3
NS(=O)(=O)c1ccc(CNC(=O)CC23CC4CC(CC(C4)C2)C3)cc1	3	-2	-2.0	-10	-6	3	0	-3	0
COc1ccc(CC(=O)NNC(=O)CSc2nc(C)c(C)c(=O)[nH]2)cc1	3	-12	2.1	5	-13	-5	-2	2	1
CC(C)(C)c1ccc(Cn2c(=N)n(CC(O)c3ccco3)c3ccccc32)cc1 (configuration not stated)	17	-8	0.8	2	-20	-2	1	47*	23
COc1ccc2c(Cl)c(C(=O)OCC(=O)c3ccc4c(c3)NC(=O)CO4)sc2c1Cl	-3	-11	2.0	1	-19	-2	3	·	5
O=C(c1cc(-c2cccc(O)c2)on1)N1CCN(C(c2ccccc2)c2ccccc2)CC1	10	32*	1.0	2	-6	-28	1	8	0

Carrying on.
SMILES	BaF3 tox	NPY-Y1 PAM-ag	S1P4 ag	S1P4 antag	NPY2 pot ag	RBBP9 inhibitor	Runt-CBFb FRET	NPY-Y1 antag	Ba/F3 V617F tox
Cc1cccc(C)c1-n1c(C)nn(CC#N)c1=O	11	6	1.7	-11	4	-4	1	-1	3
Cn1c(=O)n(C)c2cc(NS(=O)(=O)c3ccc(C(C)(C)C)cc3)ccc21	30*	-3	0.8	17	0	1	-11	-1	12
Cc1ccccc1C(=O)N/N=C/c1ccncc1	-4	6	1.1	5	-10	-9	0	-4	1
COc1ccc(NC(=O)c2c(NC(=O)CNCc3ccco3)sc3c2CCC3)cc1	2	-2	2.2	-21	-5	-3	-2	4	1
O=C(NCCc1ccccc1)C1CCCN(S(=O)(=O)c2cccs2)C1 (configuration not stated)	0	9	6.3	-16	-1	7	0	2	-5
CCOC(=O)c1c(C)c(C(=O)NCC2CCCO2)c(C)n1CC (configuration not stated)	0	-10	1.7	-20	-9	-9	2	3	-4
CCc1[nH]c(=O)[nH]c1C(C)S(=O)(=O)c1ccc(C)cc1 (configuration not stated)	-1	-1	-0.5	-24	0	6	16	-2	3
COc1cc(/C=C/c2[nH]c(=O)[nH]c(=O)c2[N+](=O)[O-])ccc1OCCC(C)C	6	13	0.5	-7	3	-3	-3	-2	0
COc1cccc2c1OCC1COc3c(c(=O)n(C)c(=O)n3C)C21 (configuration not stated)	3	-6	1.4	-13	4	-5	1	3	-3
Cc1ccc(C)c(C(=O)CSc2nnc(C)s2)c1	8	-9	-1.0	-1	7	-7	0	1	2
CCCn1c(=NC(C)=O)c(C(=O)OCC)cc2c(=O)n3ccccc3nc21	-1	6	4.6	-6	-3	-7	101*	-12	-3
O=C(CSc1nc(-c2ccccc2)cc(=O)[nH]1)NCc1ccc2c(c1)OCO2	-2	-5	2.2	-21	5	-5	-1	0	-3
Cc1nn(C(C)(C)C)c(C)c1/C=N/OC(=O)Nc1ccc(Cl)cc1	0	-6	-1.3	-9	-7	-3	1	·	4
CC12CCC(C(=O)Nc3ccc(Cl)cc3)([C@H](Br)C1=O)C2(C)C (some centres not stated)	1	13	-0.3	7	0	-3	4	·	-3
COc1ccc(-c2ccc(-c3nc4c(c(=O)[nH]c(=O)n4Cc4ccccc4)n3C)o2)c([N+](=O)[O-])c1	6	2	0.9	-12	8	-12	7	1	3
Cc1ccccc1CN(CC(=O)Nc1cccc([N+](=O)[O-])c1)S(=O)(=O)c1ccc(Cl)cc1	10	0	-2.2	1	9	-25	3	6	7
COc1ccc(N/C=C/c2nc(SC)nnc2C)cc1	10	2	1.9	-4	-17	0	-22	-2	9
CCN1CCN(c2ccc(NC(=O)COc3ccccc3Cl)cc2)CC1	3	12	1.8	-7	19	2	-1	5	-4
CCn1c(C)cc(C)c(C#N)c1=O	4	10	0.5	-18	6	-5	3	1	2
Cc1ccc(/C=N/NC(=O)CN2CCN(Cc3ccccc3Cl)CC2)o1	5	3	1.2	-7	3	-5	-1	·	1
O=C1Nc2ccccc2C1Cc1ccccc1 (configuration not stated)	0	3	-0.8	10	-12	7	2	·	-8
COC(=O)C1=CN(c2cccc(C)c2)C=C(C(=O)OC)C1c1cc(OC)c(O)c([N+](=O)[O-])c1	3	11	-1.2	-5	11	5	-5	-8	-5
CC(C)(C)c1cc(NC(=O)c2cccc([N+](=O)[O-])c2)no1	-4	-8	-1.3	8	0	4	-2	-6	0
Cc1ccc(Cl)cc1NC(=O)N[C@@H](CC(C)C)C(=O)O	-4	-25	-1.5	-6	-5	-10	0	·	2
CCOC(=O)c1ccc(N=c2sc(C(=O)OC)cc(=O)n2-c2ccc(C(=O)OCC)cc2)cc1	5	-17	1.6	9	2	-4	-1	3	-3
CCN1N=C(C)C=C(c2ccccc2)n2c1nc1ccccc12	-2	1	0.5	-10	-32	-6	2	·	-4
COc1ccc(/C=N/OCC(=O)NCc2cccs2)c(OC)c1	3	13	0.0	-9	12	-1	0	2	-5
N#C[C@@H]1[C@@H]2C(=O)N(c3ccc4c(c3)OCCO4)C(=O)[C@@H]2C2c3ccccc3C=CN21 (some centres not stated)	1	11	-0.5	2	0	-11	-17	-6	-2
C=CCOc1c(Cl)cc(CNCCC)cc1Cl	3	-14	0.1	-9	-23	-6	2	6	-1
O=S(=O)(NCC1CCCO1)c1cc(Cl)ccc1Cl (configuration not stated)	3	17	0.3	-10	13	2	-1	-1	-5

Screening data as filed in PubChem.
